# EP2 antag = human EP2 receptor antagonists, primary screen, TR-FRET cAMP, C6 glioma cells; Prostaglandin E2 receptor EP2 subtype (Homo sapiens), P43116; 260,000 tested, 0.52% active; C6 glioma cells expressing human EP2; cells stimulated with saturating PGE2; inhibition, % at 25 µM;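 active means percent inhibition above 40 after rounding to a whole number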;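 further: rat C6 glioma host cells with rolipram phosphodiesterase inhibitor present; the protocol text gives 20 µM as final concentration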
# Ba/F3 V617F tox = reduced viability of JAK2V617F-dependent Ba/F3 cells, primary screen, JAK2V617F inhibitor project, cell-based, Ba/F3 EpoR-JAK2V617F, luminescence. ATP luminescence. 220,000 tested, 1.1% active. AID 1446, 2008. inhibition, % at 5.6 µM;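 active means inhibition above the campaign mean plus 3 SD over all tested compounds, cut at about 24% in these data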;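 further: cytokine-independent growth of Ba/F3 cells driven by EpoR plus mutant JAK2; 0% = DMSO-treated cells and 100% = JAK inhibitor I control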
# Furin inhibitor = human furin inhibitors, primary screen, biochemical, fluorescence intensity. P09958. purified furin, fluorogenic substrate cleavage. inhibition, % at 30 µM. 220,000 tested, 0.061% active; in the data active means inhibition above about 25%; further: inactives centre near -15
# BaF3 parental = parental Ba/F3 cell viability inhibition, counter-screen for JAK2V617F inhibitor project, murine pro-B, CellTiter-Glo luminescence; 220,000 tested, 1.1% active; inhibition, % at 5.6 µM; CellTiter-Glo ATP luminescence;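 active means inhibition above a per-campaign cutoff, the mean inhibition of all tested compounds plus 3 SD, cut at about 27% in these data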;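 further: 0% = DMSO wells and 100% = JAK Inhibitor I control wells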
# RBBP9 inhibitor = human RBBP9 inhibitors, primary screen, biochemical, fluorescence polarization, FP-Rh probe, HTS | Serine hydrolase RBBP9 (Homo sapiens), O75884 | recombinant RBBP9 | inhibition, % at 7.94 µM | 220,000 tested, 0.2% active;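 active means inhibition above the campaign mean of all tested compounds plus 3 SD, cut at about 14% in these data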;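 further: plate controls were DMSO wells with RBBP9 for no effect and wells lacking RBBP9 protein for full effect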
# Target sequence (O75884 whole entry, looked up): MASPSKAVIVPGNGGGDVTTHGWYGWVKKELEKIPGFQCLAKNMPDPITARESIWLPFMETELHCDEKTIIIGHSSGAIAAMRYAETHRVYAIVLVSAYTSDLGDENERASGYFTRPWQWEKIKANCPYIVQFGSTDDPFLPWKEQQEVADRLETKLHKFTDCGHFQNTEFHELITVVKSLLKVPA
#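 Test system: recombinant human RBBP9; Timing: 30 min then 45 min, 25 °C; Detection: fluorescence polarization; Control set: RBBP9 with DMSO as uninhibited control, no-protein wells as full inhibition; Compound dosing: one concentration, 7.94 µM nominal, 0.794% DMSO; Probe or stimulus: FP-Rh activity-based probe, 375 nM before mixing.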
# Tb hexokinase = Trypanosoma brucei hexokinase 1 inhibitors, primary screen, biochemical, G6PDH-coupled NADH absorbance, MLSCN library. hexokinase 1 [Trypanosoma brucei]. recombinant TbHK1, G6PDH-coupled NADH A340. inhibition, % at 10 µM. 220,000 tested, 0.11% active. AID 1430, 2008;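 active means inhibition of 50% or more in the single-dose primary screen; inactive means inhibition below 50%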
# NCF1 inh = p47phox/p22phox peptide binding inhibitors, primary screen, biochemical, uHTS, NADPH oxidase regulatory subunit; 220,000 tested, 0.53% active; AID 1274, 2008; inhibition, % at 24.7 µM; Neutrophil cytosol factor 1 (Homo sapiens), P14598; fluorescence polarization, 2 h;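 active means inhibition above about 30%, limit read from the data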;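 further: 0% = p47phox with labelled peptide and 100% = labelled peptide alone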
# p97 ATPase inh = inhibitors of human p97 ATPase, primary screen, biochemical | recombinant p97 ATPase, Kinase-Glo ATP luminescence, 3 h | AID 1481, 2009 | 220,000 tested, 0.42% active | Transitional endoplasmic reticulum ATPase (Homo sapiens), P55072 | inhibition, % at 8 µM; in the data active means inhibition above about 15%;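 further: 0% = DMSO vehicle and 100% = wells lacking enzyme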
# Target sequence (P55072 whole entry, looked up): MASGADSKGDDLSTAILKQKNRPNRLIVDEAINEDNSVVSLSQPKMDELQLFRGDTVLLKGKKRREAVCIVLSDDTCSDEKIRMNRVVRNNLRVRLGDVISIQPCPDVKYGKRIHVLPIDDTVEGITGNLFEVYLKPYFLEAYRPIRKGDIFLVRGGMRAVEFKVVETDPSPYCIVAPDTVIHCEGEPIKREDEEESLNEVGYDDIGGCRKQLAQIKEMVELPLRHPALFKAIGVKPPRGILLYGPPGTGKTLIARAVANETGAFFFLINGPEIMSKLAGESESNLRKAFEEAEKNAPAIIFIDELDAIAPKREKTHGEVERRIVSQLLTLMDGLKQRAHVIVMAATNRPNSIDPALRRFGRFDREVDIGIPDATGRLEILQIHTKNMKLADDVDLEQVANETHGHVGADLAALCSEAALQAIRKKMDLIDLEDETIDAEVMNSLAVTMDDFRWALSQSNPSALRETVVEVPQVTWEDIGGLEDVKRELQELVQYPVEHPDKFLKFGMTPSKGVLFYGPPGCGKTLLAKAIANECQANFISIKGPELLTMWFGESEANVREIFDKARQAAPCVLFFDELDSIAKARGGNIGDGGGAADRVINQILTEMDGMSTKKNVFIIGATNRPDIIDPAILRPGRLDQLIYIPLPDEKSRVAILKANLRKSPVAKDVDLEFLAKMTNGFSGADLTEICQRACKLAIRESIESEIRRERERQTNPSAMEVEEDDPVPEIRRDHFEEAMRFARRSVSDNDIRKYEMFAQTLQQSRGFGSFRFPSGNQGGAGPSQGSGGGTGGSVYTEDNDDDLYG
# PPC-1+TRAIL kill = compounds killing PPC-1 cancer cells with TRAIL present, primary screen, TRAIL potentiator project, ATPLite luminescence, uHTS; PPC-1 cells + TRAIL, ATPLite viability luminescence; cell killing (% activity), % at 4 µM; 220,000 tested, 0.41% active; AID 1443, 2008;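 active means cell killing above 50% in the first pass at 4 µM, then a duplicate retest at 5 µM averaging 50% or more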;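 further: plate controls were cells with TRAIL plus DMSO for no effect and medium-only wells lacking cells for full effect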
# Active calls of the source: *; . = not tested or not shown; & = joins results of further samples; [ ] = another dose, or the depositor's remark. Not all compounds are listed; the hit share may differ from the screen's.
# Sample of the layout:
smiles	EP2 antag	Ba/F3 V617F tox	Furin inhibitor	BaF3 parental	RBBP9 inhibitor	Tb hexokinase	NCF1 inh	p97 ATPase inh	PPC-1+TRAIL kill
COCC(=O)Nc1ccc(OCc2ccccc2)cc1	8	1	-5	3	-4	38	4	1	19
C=CCN(CC=C)S(=O)(=O)c1ccc(F)cc1	5	3	-13[20 µM]	3	-10	1	-175	-8	-16
COc1ccccc1C(=O)N1CCN(S(=O)(=O)c2ccccc2)CC1	14	-3	-14	0	-2	6	-4	3	12

# All compounds of this part, from the first entry:
smiles	EP2 antag	Ba/F3 V617F tox	Furin inhibitor	BaF3 parental	RBBP9 inhibitor	Tb hexokinase	NCF1 inh	p97 ATPase inh	PPC-1+TRAIL kill
COCC(=O)Nc1ccc(OCc2ccccc2)cc1	8	1	-5	3	-4	38	4	1	19
C=CCN(CC=C)S(=O)(=O)c1ccc(F)cc1	5	3	-13[20 µM]	3	-10	1	-175	-8	-16
COc1ccccc1C(=O)N1CCN(S(=O)(=O)c2ccccc2)CC1	14	-3	-14	0	-2	6	-4	3	12
COc1cc(/C=C2/NC(=O)N(CC(=O)Nc3cccc(C)c3)C2=O)ccc1OCC(N)=O	4	0	-13	5	-5	-40	-1	0	26
CN(C)C(=O)CSc1nc(-c2ccccc2)nc2c1CCCC2	5&14	1	3[20 µM]	5	0	49	-12	-2	48
CSc1oc(-c2ccco2)nc1S(=O)(=O)c1ccc(F)cc1	8	-1	-31	2	-10	-3	-11	2	-7
CCCCc1nc(SCCN2CCOCC2)c2c(=O)n(C)c(=O)n(C)c2n1	7	3	-23	3	-3	6	4	-2	18
O=C1C(Nc2ccccc2)=C/C(=N/S(=O)(=O)c2cccs2)c2ccccc21	38	46*	-11	1	4	-5	13	6	22
CCOc1ccc(C(=O)Nc2cccc(C(=O)O)c2)cc1Cl	7	0	-27	9	0	-2	2	8	26
COc1ccc(N2C(=O)C3CCCN3C2c2cccc(OC)c2OC)cc1 (stereo unspecified)	4	-2	-20	2	-11	-5	-1	-5	-2
O=C(Nn1c(-c2ccc(Br)cc2)nc2ccccc2c1=O)c1ccc([N+](=O)[O-])cc1	9	2	-29	8	0	-3	-19	9	10
FC(F)(F)c1cc(Oc2ccc(Cl)cc2)nc(-c2ccccn2)n1	6	-5	-12[20 µM]	0	-7	3	-7	0	9
CCOC(=O)c1ccccc1NC(=O)c1c(F)c(F)c(F)c(F)c1F	14	-2	-16[20 µM]	1	3	-3	-7	1	9
O=C(CSc1nnc(-c2ccco2)o1)N1CCN(c2ccccc2)CC1	6	4	-14	5	-6	0	0	1	16
CCC(=O)Nc1sc2c(c1C#N)CCC2	7&6	-4	-27	3	-5	-10	-2	4	-1
CN(C)CC#CCOC(c1ccccc1)c1ccccc1	7	3	-19	3	-9	4	-2	-8	16
CCc1ccc(-n2nnnc2SCC(=O)NNC(=O)c2ccco2)cc1	7&1	-1	-23	3	-5	-4	-16	1	10
COc1ccc(CNC(=O)COC(=O)/C=C/c2ccc(Cl)cc2)cc1	14	0	-20	7	-5	-4	3	2	18
CCCS(=O)(=O)NCc1cn2cccc(C)c2n1	29	-5	-37[20 µM]	-1	-7	4	-18	1	2
Cc1ccc(N/C=C2\C(=O)C3(C)CCC2C3(C)C)cc1C (stereo unspecified)	14	-2	-19	3	0	-5	-17	3	-19
Cc1ccc(CS(=O)(=O)CCC(=O)NCCN(C)Cc2ccccc2)cc1	5	2	-14[20 µM]	6	-8	-4	2	-2	8
Cc1cccc(NC(=O)Nc2ccc3c(c2)OCO3)n1	4	-4	-31	1	-4	-1	0	-5	23
O=C(Cc1cccc2ccccc12)Nc1ccc(N2CCOCC2)cc1	-2	0	-6	0	-6	-5	-15	-4	2
O=C(CN(CC1CCCO1)C(=O)CCC(=O)Nc1nccs1)NCC1CCCO1 (stereo unspecified)	15&30	-3	-13	1	-7	35	1	6	12

# Taken from the entries so far (2 entries):
smiles	EP2 antag	Ba/F3 V617F tox	Furin inhibitor	BaF3 parental	RBBP9 inhibitor	Tb hexokinase	NCF1 inh	p97 ATPase inh	PPC-1+TRAIL kill
O=C(Cc1cccc2ccccc12)Nc1ccc(N2CCOCC2)cc1	-2	0	-6	0	-6	-5	-15	-4	2
O=C(CN(CC1CCCO1)C(=O)CCC(=O)Nc1nccs1)NCC1CCCO1 (stereo unspecified)	15&30	-3	-13	1	-7	35	1	6	12

# Remaining list, next part.
smiles	EP2 antag	Ba/F3 V617F tox	Furin inhibitor	BaF3 parental	RBBP9 inhibitor	Tb hexokinase	NCF1 inh	p97 ATPase inh	PPC-1+TRAIL kill
COc1ccc(-n2c(=S)[nH]c3cc(C(=O)NCCCN4CCCC4=O)ccc3c2=O)cc1	.	0	-10	2	-6	0	-3	-1	4
COc1ccc(OCCSc2nnc(C)n2-c2ccccc2)cc1	6	-2	-9[20 µM]	2	4	5	0	1	21
Cc1ccc(/C=N/Nc2nc(N3CCCCC3)nc(N3CCCCC3)n2)o1	10	0	-13	6	0	-21	-6	-2	1
O=C(Cc1ccccc1)N/N=C/c1ccc([N+](=O)[O-])s1	6	4	-9[20 µM]	7	-3	9	6	-2	22
CCCCCC(=O)N/N=C(\C)c1ccc(NC(=O)c2ccco2)cc1	.	1	-21[20 µM]	5	-3	-11	-9	-5	18
CC(C)(C)c1ccc(OCCN2CCCC2)cc1	3	1	-15	8	-4	1	-3	5	17
c1csc(-c2nc(CN3CCSCC3)cs2)c1	13	0	-23	5	-1	-17	-8	-1	25
O=C(NCC1CCCCC1)c1cc([N+](=O)[O-])ccc1N1CCOCC1	3	0	-16	3	0	-8	3	3	18
CCOC(=O)c1c(NC(=O)C2=C(C)NC(=S)NC2c2ccc(C)cc2)sc(C)c1C (stereo unspecified)	10	-1	-6	3	4	-8	-20	5	21
Cc1nn(-c2ccc([N+](=O)[O-])cc2)c2c1C(c1ccc(OC(F)F)cc1)N1C(=N2)C(=O)Nc2ccccc21 (stereo unspecified)	7	4	-20	10	2	-10	-20	0	17
COc1ccccc1N=Cc1nc(-c2ccccc2)oc1OC(C)=O	8	1	-3[20 µM]	12	-3	3	-2	2	17
COc1ccccc1NC(=O)CCSc1nc(C)cc(C)n1	8	4	-10	3	-9	6	0	-6	-6
O=C(O)C1=C(C(=O)Nc2cc(C(F)(F)F)ccc2Cl)CCCC1	10	-1	-17	5	-8	-5	3	7	9
COC(=O)[C@H](C)NC(=O)Nc1cccc(Br)c1	2	1	-22	-1	-1	-8	-3	2	0
COc1cccc(C(=O)Nc2cc(C)ccc2NC(=O)COc2ccccc2)c1	.	-5	-14	0	5	0	-8	2	8
CS(=O)(=O)N(CC(=O)Nc1ccccc1C(=O)N1CCOCC1)c1ccccc1	8	-3	-29[20 µM]	3	4	3	-11	2	9
CC(C(=O)O/N=C(\N)c1cccnc1)c1ccc([N+](=O)[O-])cc1 (stereo unspecified)	6	-2	-37	5	-10	-1	-10	5	-15
CSc1nsc(SC)c1NC(=O)OCc1ccccc1	6	-1	-6	5	-4	21	0	6	8
COC(=O)c1cccc(C(=O)N2CCCC(CNC(=O)c3ccccc3Cl)C2)c1 (stereo unspecified)	9	-3	-13	-1	3	-17	0	7	4
O=C1c2ccccc2C(O)N1Cc1ccco1 (stereo unspecified)	7	2	0	3	0	3	-10	-4	11
CC(=O)c1ccccc1OC(=O)c1ccco1	11	-1	-22	-1	-7	2	1	1	20
COc1ccc(C(=O)NC(=S)NCc2cccnc2)cc1OC	6	3	-20	10	-2	0	-3	6	15
Cc1cc(OCC(=O)O)c2ccccc2n1	6	-3	-10	0	-2	45	2	1	8
Cc1ccsc1C1Nc2ccc3ncccc3c2C2=C1C(=O)CC(C)(C)C2 (stereo unspecified)	13	-1	-10[20 µM]	1	2	-8	-7	3	21
Cn1c(=O)n(Cc2ccco2)c(=N)c2c3c(sc21)CCCC3	7	5	-27	3	-4	-3	11	-3	4
CC(Sc1ccccc1)C(=O)Nc1cccc(N(C)S(C)(=O)=O)c1 (stereo unspecified)	8	0	-31[20 µM]	-2	-4	1	-5	2	-8
O=C(c1cccs1)N1CCC(Cc2ccccc2)CC1	14	-2	-27[20 µM]	2	-3	6	-1	2	-10
CCc1ccccc1OCC(=O)N(CC)CC(=O)NCc1ccc(F)cc1	10	-2	-8	4	-1	-2	-10	4	-3
CN1CCN(CC(=O)NC2CCCCC2)CC1	-1	-1	-9[20 µM]	5	-7	-4	-2	1	18
O=C(NC(=S)Nc1ccc(N2CCCCC2)cc1)c1ccco1	13	1	-23[20 µM]	4	-7	-8	-2	-5	26
CN(C)C(=O)/C(=C\c1cccc(Oc2ccccc2)c1)NC(=O)c1ccccc1	5	-1	-26	7	-5	-5	-15	1	-1
CCOC(=O)N1CCN(C(=O)C(CC)c2ccccc2)CC1 (stereo unspecified)	2	1	-18	6	6	-4	9	4	-1
CCN(C(=O)c1cnc2scc(C)n2c1=O)c1ccccc1C	8	-3	-5	-2	-6	-24	-14	2	2
Cn1c(=O)[nH]c(=O)c2c1nc(NCCCn1ccnc1)n2Cc1cccc(Br)c1	10	1	-24[20 µM]	2	-9	-2	-12	-1	13
COc1ccc(Cn2c(=O)oc3ccc(C)cc32)cc1OC	5	0	-16[20 µM]	7	-7	2	-6	-3	6

# Some values from the entries so far.
# Under RBBP9 inhibitor, Cn1c(=O)[nH]c(=O)c2c1nc(NCCCn1ccnc1)n2Cc1cccc(Br)c1 is listed with -9
# Under EP2 antag, CC(Sc1ccccc1)C(=O)Nc1cccc(N(C)S(C)(=O)=O)c1 (stereo unspecified) is listed with 8

# Part of the list above, with each value named:
O=C(NC(=S)Nc1ccc(N2CCCCC2)cc1)c1ccco1
  EP2 antag = 13
  Ba/F3 V617F tox = 1
  Furin inhibitor = -23[20 µM]
  BaF3 parental = 4
  RBBP9 inhibitor = -7
  Tb hexokinase = -8
  NCF1 inh = -2
  p97 ATPase inh = -5
  PPC-1+TRAIL kill = 26
CN(C)C(=O)/C(=C\c1cccc(Oc2ccccc2)c1)NC(=O)c1ccccc1
  EP2 antag = 5
  Ba/F3 V617F tox = -1
  Furin inhibitor = -26
  BaF3 parental = 7
  RBBP9 inhibitor = -5
  Tb hexokinase = -5
  NCF1 inh = -15
  p97 ATPase inh = 1
  PPC-1+TRAIL kill = -1
CCOC(=O)N1CCN(C(=O)C(CC)c2ccccc2)CC1 (stereo unspecified)
  EP2 antag = 2
  Ba/F3 V617F tox = 1
  Furin inhibitor = -18
  BaF3 parental = 6
  RBBP9 inhibitor = 6
  Tb hexokinase = -4
  NCF1 inh = 9
  p97 ATPase inh = 4
  PPC-1+TRAIL kill = -1
CCN(C(=O)c1cnc2scc(C)n2c1=O)c1ccccc1C
  EP2 antag = 8
  Ba/F3 V617F tox = -3
  Furin inhibitor = -5
  BaF3 parental = -2
  RBBP9 inhibitor = -6
  Tb hexokinase = -24
  NCF1 inh = -14
  p97 ATPase inh = 2
  PPC-1+TRAIL kill = 2
